FBW7 activator – activators of human E3 ligase FBW7. Q969H0. hit rate 0.13% among 650,000. AlphaScreen FBW7–phospho-cyclin E peptide binding, activator screen. normalized activity (activation), % at 26.1 µM. AID 1259310; in the data active means normalized activity above about 1.9%;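 further: purified mutant Fbw7 with reduced substrate affinity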
Target sequence (Q969H0 whole entry, looked up): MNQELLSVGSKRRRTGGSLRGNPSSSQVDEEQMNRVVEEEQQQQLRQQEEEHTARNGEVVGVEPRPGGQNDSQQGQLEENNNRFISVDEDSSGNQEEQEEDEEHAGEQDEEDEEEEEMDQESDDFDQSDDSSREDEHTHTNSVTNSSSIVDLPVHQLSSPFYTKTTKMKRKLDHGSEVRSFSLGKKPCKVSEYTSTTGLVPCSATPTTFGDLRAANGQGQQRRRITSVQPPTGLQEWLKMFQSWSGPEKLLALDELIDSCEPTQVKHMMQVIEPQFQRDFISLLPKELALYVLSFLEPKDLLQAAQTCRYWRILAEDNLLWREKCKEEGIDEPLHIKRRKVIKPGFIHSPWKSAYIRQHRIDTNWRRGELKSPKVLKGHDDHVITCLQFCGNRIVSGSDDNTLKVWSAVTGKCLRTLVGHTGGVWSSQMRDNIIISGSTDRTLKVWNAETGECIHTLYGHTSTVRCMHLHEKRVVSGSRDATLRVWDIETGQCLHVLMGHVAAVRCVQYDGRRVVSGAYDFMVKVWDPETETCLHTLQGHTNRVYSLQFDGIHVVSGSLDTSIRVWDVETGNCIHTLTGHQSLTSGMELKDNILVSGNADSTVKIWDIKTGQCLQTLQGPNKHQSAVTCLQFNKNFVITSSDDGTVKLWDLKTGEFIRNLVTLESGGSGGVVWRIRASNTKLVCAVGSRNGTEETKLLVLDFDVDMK
GPR151 activ – activators of human GPR151. Q8TDV0. PathHunter beta-arrestin GPR151 cells, luminescence. activation, % at 11.2 µM. hit rate 1% among 650,000; in the data active means activation above about 4.9%;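 further: 0% = median of compound wells and 100% = cells with positive control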
TEAD-YAP inh – TEAD-YAP interaction inhibition; HEK-TIYL cells, TEAD-Gal4/YAP UAS-luciferase luminescence; inhibition, % at 9.12 µM; hit rate 1.4% among 640,000; AID 1259422; in the data active means inhibition above about 32%;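 further: 0% = median of test compound wells and 100% = reference inhibitor wells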
MITF inh – inhibitors of human MITF; O75030; AlphaScreen MITF homodimerization, bead proximity signal; inhibition, % at 2.6 µM; hit rate 0.91% among 650,000; in the data active means inhibition above about 50%;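 further: 0% = vehicle wells with protein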
* = called active by the depositor; & = joins results of further samples.

SMILES	FBW7 activator	GPR151 activ	TEAD-YAP inh	MITF inh
Cc1cc(C)c(NC(=O)CSc2nnc3nc(C)cc(C)n23)c(C)c1	0.1	0.5	5	14
COc1ccccc1C(=O)N1CCN(c2ccc3nnc(-c4ccccc4)n3n2)CC1	0.0	-0.1	6	0
Cc1nc2ccccc2n1CC(=O)N/N=C\c1ccncc1	-0.3	1.0	-9	0
CN(C)S(=O)(=O)c1cccc(CSc2nc3ccccc3s2)c1	0.3	2.6	-47	2
O=C(NCC1CCCO1)c1cccc(N2C(=O)C3C4CCC(C4)C3C2=O)c1 (stereo not given)	0.0	-0.5	6	5
NC1=NC(=O)C(CC(=O)Nc2ccccc2F)S1 (stereo not given)	0.2	0.8	-8	17
O=C(Nc1ccc(F)cc1)NC1(C(=O)NCc2cccs2)CCCCC1	0.0	-0.8	6	10
COc1ccc(OCc2nn3c(-c4ccccc4OC)nnc3s2)cc1	0.1	0.0	6	10
CCOC(=O)c1nc(Nc2ccc(C(=O)O)cc2)c2ccccc2n1	-0.2	0.2	-4	13
CC(C)NC(=O)C1CCN(c2nc3ccccc3s2)CC1	0.0	-0.4	-31	-2
COC(=O)c1c(NC(=O)c2c(F)cccc2F)sc2c1CCN(C(C)C)C2	-0.1	-2.0	-7	-4
CC1CCN(S(=O)(=O)c2ccc(C(=O)Nc3nc4c(s3)CSc3ccccc3-4)cc2)CC1	0.3	0.8	-5	14
CCOC(CNC(=O)c1cc2c(s1)-c1ccccc1SC2)OCC	0.0	-1.4	-28	5
CN1C(=O)c2cccc(NC(=O)/C=C/c3ccccc3)c2C1=O	0.1	-0.4	3	16
CC1Oc2ccccc2N(Cc2ccccc2C#N)C1=O (stereo not given)	-0.1	0.0	2	8
CCOc1ccccc1-n1c(=S)[nH]c2[nH]ncc2c1=O	0.0&0.0	0.3&-0.9	-6&-52	-2&6
O=C(C[n+]1ccccc1)N/N=C/C(Br)=C/c1ccccc1	0.0	4.7	13	15
CCc1cccc(CC)c1NC(=O)Cn1c(=O)n(Cc2cccs2)c(=O)c2ncccc21	-0.1	0.3	-3	3
Cc1ccc(S(=O)(=O)CC(=O)Nc2ccc(Cl)cc2C)cc1	-0.1	-0.2	9	0
CC(=O)c1cccc(-c2cncc(C(=O)NCCN3CCOCC3)c2)c1	0.1	0.6	-3	2
Cn1c(=O)n(C)c2cc(C(=O)N3CCC(C(=O)c4nc5ccccc5s4)CC3)ccc21	0.1	0.9	8	2
COc1ccc(N=C2NC(=O)C(C)S2)cc1 (stereo not given)	-0.1	-1.6	-4	-20
O=C(CSc1nnc(-c2ccc(Cl)cc2)c(-c2ccc(Cl)cc2)n1)Nc1cc(C(F)(F)F)ccc1Cl	-0.1	-0.9	5	2
CCCNc1nc(Nc2ccc(Cl)cc2)nc(OC)n1	0.5	-1.9	-47	15
CCOC(=O)c1sc2nc(C)n(CC(=O)NCC3CCCC3)c(=O)c2c1C	0.0	0.1	10	-4
CCOC(=O)C1=C(c2ccccc2)N=c2s/c(=C\c3ccc(OC)cc3)c(=O)n2C1c1ccc(Cl)cc1 (stereo not given)	-0.6	-1.3	-2	2
CC(C)n1c(Nc2ccncc2)nc2c(NCc3nc4ccccc4[nH]3)ncnc21	0.0	1.0	8	4
Cc1c(Cl)cccc1NC(=O)CN1C(=O)c2cccc([N+](=O)[O-])c2C1=O	-0.1	1.9	-4	-3
O=C(NC1=NC2CCCCC2N1)c1ccc(Cl)cc1 (stereo not given)	-0.1	0.8	-71	6
CCCCn1c(SCC(=O)N2CCc3ccccc32)nc2cc(S(N)(=O)=O)ccc21	0.2	1.1	10	3
COc1ccc(N2C(N)=C(C#N)C(c3ccc(F)cc3)C3=C2CC(C)(C)CC3=O)c(OC)c1 (stereo not given)	-0.2	0.7	-29	3
Cc1[nH]n(-c2ccccc2)c(=O)c1N=O	0.0	2.4	5	-4
CCN(CC)S(=O)(=O)c1cc([N+](=O)[O-])ccc1N/N=C/c1ccc2c(c1)OCO2	0.0	-0.4	4	9
COc1ccc(CN2CCN(c3ncnc4scc(-c5ccc(F)cc5)c34)CC2)cc1	-0.1	-0.3	-7	13
CN(C)CCNC(=S)Nc1cccc(F)c1	-0.2	-1.1	-2	-1
CCN(CC)C(=O)C(=O)Nc1cccc(F)c1	0.3	-2.3	1	-8
CCN1CCN(c2cc(Nc3ccc(OC)cc3)c3c4c(onc24)-c2ccccc2C3=O)CC1	-0.9	-0.5	16	14
C=CCSc1nnc(NC(=O)Cn2[nH]c(=O)c3ccccc3c2=O)s1	-0.1	0.3	4	0
O=C(CC1CC2CCC1C2)N1CCN(S(=O)(=O)c2ccccc2[N+](=O)[O-])CC1 (stereo not given)	-0.1	1.4	4	-2
C=CCn1c(SCC(=O)Nc2ccc(Br)cc2)nc2sc3c(c2c1=O)CCCC3	-0.1	0.5	15	1
Cc1ccc(C(=O)Nc2ccc(-c3nc4ccc(NC(=O)c5ccc(C)cc5)cc4[nH]3)cc2)cc1	0.0	0.7	-47	13
CCSCCOC(=O)C1=C(C)NC2=C(C(=O)C(C(=O)OC)C(C)C2)C1c1cccc(OC)c1OC (stereo not given)	0.0	-0.7	1	-9
CCn1c(=O)cc(OCC(=O)Nc2cnc3ccccc3c2)c2ccccc21	0.2	0.3	9	12
Cn1c(SCC(=O)OCC(=O)c2ccccc2)nnc1-c1cccs1	0.2	1.8	3	-9
Cc1cc(C)n(-c2ccc(N3CCN(C(=O)c4c(F)cccc4Cl)CC3)nn2)n1	0.1	0.7	-17	-1
c1ccc(OCCn2c(-c3ccco3)nc3ccccc32)cc1	-0.1	-0.4	-21	0
COc1ccc(/C=C(\C#N)C(=O)NCc2ccccc2)cc1	0.0	-0.1	-20	23
CCCC[n+]1ccccc1/C=C1\Sc2ccccc2N1CC	-0.3	0.3	89*	3
Cc1ccc(/C=C(\C#N)c2nn(-c3ccccc3)c(N)c2C#N)o1	-0.1	0.4	-51	1
Cc1sc2ncn(CC(=O)Nc3ccc(C(F)(F)F)cc3)c(=O)c2c1S(=O)(=O)N1CCCCC1	-0.2	-1.1	-4	3
O=C(Nc1nc(-c2ccccc2)cs1)c1ccccc1F	0.0	-0.4	-74	-4
O=C(N1CCOCC1)N1CCC(Cc2ccccc2)CC1	-0.1	0.6	-4	-7
O=C(Nc1ccccc1-c1nc2ccccc2s1)c1cc(=O)c2ccccc2o1	0.5	-0.9	-2	16
O=C(Nc1cc(Cl)cc(Cl)c1)C1C2C=CC3(O2)C1C(=O)N(CC1CCCO1)C3C(=O)NC1CCCCC1 (stereo not given)	0.1	-0.6	0	-16
CSc1ccccc1NC(=O)CSc1ccccn1	0.0	-0.3	-5	9
CC(C)COc1ccc(/C=N/NC(=O)CN2CCOCC2)cc1	0.0	-0.7	5	12
COc1ccc(N(C(=O)c2cccnc2)S(=O)(=O)c2ccc(F)cc2)cc1	0.1	1.9	0	-8
COCCCNC(=O)c1nnc(Cc2cccc(F)c2)o1	0.2	-2.4	-4	-7
Cc1ccc(-n2nc3c(c2NC(=O)c2ccc([N+](=O)[O-])cc2)CS(=O)(=O)C3)cc1	0.0	0.4	1	2
CC(=O)c1cccc(NC(=O)C(=O)NCC2CCCCC2)c1	-0.1	2.4	2	9

Next records follow.
SMILES	FBW7 activator	GPR151 activ	TEAD-YAP inh	MITF inh
Cc1cc2[nH]c(=O)c(=O)[nH]c2cc1S(=O)(=O)N1CCCCC1C (stereo not given)	0.0	-0.6	-9	3
CCOc1cc(C(=O)CCC(=O)OCC(=O)Nc2ccc(F)cc2)ccc1O	0.1	-0.7	2	9
O=c1c2ccccc2c(/C=N/c2ccccn2)c(O)n1-c1ccccn1	0.0	1.0	10	5
C/C(Cn1nc([N+](=O)[O-])cc1C)=N\NC(=O)c1cc(I)n(C)n1	-0.1	-2.0	-61	-4
Cc1ccn2cc(CCNS(=O)(=O)c3ccc(F)c(C(F)(F)F)c3)nc2c1	0.1	0.1	-4	7
COc1ccccc1NC(=O)CCN1CCN(Cc2ccccc2)CC1	-0.2	1.1	2	-2
COC(=O)COc1ccc2c(=O)c(-c3ccccc3OC)c(C(F)(F)F)oc2c1	0.0	0.9	1	3
Cc1cnc(CCNCc2c(C(=O)N3C[C@@H](C)O[C@@H](C)C3)nc3ccc(Cl)cn23)[nH]1	0.1	0.2	3	-3
CCOc1ccc(N2C(=O)c3ccccc3C2=O)cc1	0.1	-1.3	-1	-11
COc1ccc(-c2csc(/C(C#N)=C/Nc3ccc(C(N)=O)cc3)n2)cc1OC	0.1	0.8	0	-9
Cc1ccc(C2C3=C(Nc4ncnn42)c2cc(Cl)ccc2OC3c2ccc(F)cc2)cc1 (stereo not given)	0.0	-1.5	-6	5
O=C(NCCN1CCCCCC1)c1cnn(-c2ccccc2)c1-n1cccc1	-0.1	-0.2	0	-20
Cc1ccc(C(=O)CC(=O)COc2ccc(Cl)cc2)cc1	0.0	-0.4	3	2
CCOc1cc(S(=O)(=O)n2cnc(C)c2)ccc1F	-0.1	1.7	10	-6
COc1ccc([C@@H]2CN(C(=O)c3c(C)noc3C)C[C@H]2C(=O)O)cc1	-0.2	0.0	6	-4
COc1ccc([N+](=O)[O-])cc1-c1ccc(/C=C2/SC(=Nc3c(C)cccc3C)N(c3ccccc3)C2=O)o1	0.1	1.3	-2	-11
Cc1cc(I)ccc1N=Cc1nc(-c2ccccc2)oc1O	0.3	-0.5	2	0
Cc1ccccc1NC(=O)c1ccccc1NC(=O)C(O)(c1ccccc1)c1ccccc1	-0.1	0.2	14	-2
CCOC(=O)CC(N)c1ccc(F)cc1 (stereo not given)	0.1	0.3	-2	8
CCN1CCN(c2ncnc3c2cnn3-c2ccc(Cl)cc2)CC1	0.0	-0.1	-58	5
C/C(=N\Nc1cc(Cl)nc(C)n1)c1ccc(C)cc1	0.1	0.5	19	9
NC(C(=O)N1CCC(Nc2ccc3[nH]ncc3c2)C1)c1ccc(C(F)(F)F)cc1 (stereo not given)	-0.8	0.8	13	3
COc1ccc2c(CNCc3cccc(Br)c3)c(C(=O)O)[nH]c2c1	-0.2	2.1	9	10
c1cncc(-c2ncc(-c3ccncn3)c(-c3ccncc3)n2)c1	0.0	-1.1	7	7

Results in TEAD-YAP inh, GPR151 activ and MITF inh, for 2 of the compounds above:
smiles	TEAD-YAP inh	GPR151 activ	MITF inh
Cc1ccccc1NC(=O)c1ccccc1NC(=O)C(O)(c1ccccc1)c1ccccc1	14	0.2	-2
CCOc1cc(S(=O)(=O)n2cnc(C)c2)ccc1F	10	1.7	-6

Carrying on.
SMILES	FBW7 activator	GPR151 activ	TEAD-YAP inh	MITF inh
CC(C)N(Cc1nc(NC2CCCCC2)c2ccccc2n1)CC1CCC(=O)N1 (stereo not given)	-0.1	-0.6	-5	7
Cc1ccc2c(c1)c(=O)c1ccccc1n2CC(=O)Nc1ccc(Oc2ccc(Cl)cc2)cc1	0.0	0.4	-6	-4
Cc1ccc(OCC(=O)Nc2ccccc2C#N)cc1C	0.7	-1.4	-38	15
COc1cc(NC(=O)c2cccc(-n3cc(NC(=O)Nc4ccccc4C)cn3)c2)cc(OC)c1OC	0.0	0.6	30	12
CSc1ccccc1-c1ccc(N2CCN(c3ccccn3)CC2)nc1	-0.6	-0.4	-45	16
CCOC(=O)c1c(NC(=O)COc2ccc(Cl)cc2)sc2c1CCN(C(=O)OCC)C2	0.1	-1.1	-2	12
O=[N+]([O-])c1ccc(N=Cc2sc3ccccc3c2O)cc1	0.6	0.9	6	9
CC(=O)Nc1ccc(Nc2nc(Nc3ccncc3)nc3c2ncn3CCN2CCCC2=O)cc1	-0.1	-0.8	-3	1
COc1ccc(C(=O)N2CCN(c3ccccc3)CC2)c(OC)c1	0.7	0.5	-6	16
O=C(NCC1CCCN(Cc2ccon2)C1)c1cccc(C(F)(F)F)c1 (stereo not given)	0.0	0.1	0	-2
O=C1NCCN(Cc2cccc(C(F)(F)F)c2)C1CC(=O)N1CCCC1 (stereo not given)	0.1	3.5	15	-2
Cc1ccc(OCC(=O)N/N=C/c2cc3c(cc2Cl)OCO3)cc1C	0.0	0.1	0	2
O=C(Cc1ccc(Cl)cc1)NCC(=O)N/N=C/c1ccc2c(c1)OCO2	0.0	-1.0	-2	17
CCC1Sc2ccccc2N(CC(=O)NC2CCCCC2)C1=O (stereo not given)	-0.2	-0.1	-7	2
NC(=O)c1cccc2c1-c1ccccc1/C2=N\O	0.1	0.3	28	9
NS(=O)(=O)c1ccc(NC(=O)CCl)cc1	-0.2	-0.7	2	5
CCCCOc1ccc(-c2ncc(C(=O)O)c(C)n2)cc1	0.2	-1.5	-81	10
CCOC(=O)c1cc(C#N)c(SCC(=O)c2ccc(Br)cc2)nc1N	0.2	-0.4	-3	-6

Record cards, as listed above:
CCCCOc1ccc(-c2ncc(C(=O)O)c(C)n2)cc1 as listed: FBW7 activator: 0.2; GPR151 activ: -1.5; TEAD-YAP inh: -81; MITF inh: 10
NC(=O)c1cccc2c1-c1ccccc1/C2=N\O as listed: FBW7 activator: 0.1; GPR151 activ: 0.3; TEAD-YAP inh: 28; MITF inh: 9

High-throughput results from PubChem BioAssay.
